Source: PubChem (National Center for Advancing Translational Sciences (NCATS))
aSyn tox rescue: qHTS of alpha-syn Inhibitors: NCGC Sytravon Library Screen. AID 1347070, 2019. S. cerevisiae alpha-synuclein toxicity rescue, BacTiter-Glo growth, 24 h. Potency, µM (doses to about 46.1 µM), for inactives: top-dose growth rescue (activation), actives largely listed as activators. 94,000 tested, 0.02% active; active = well fitted activation curve with a large enough effect; inconclusive = small, poorly fitted or top-dose-only effect; note: 0% is about no effect
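Growth restoration measured by BacTiter-Glo luminescence after 24 hr at 30 deg C; alpha-synuclein yeast, raffinose-pregrown to mid-log, were added at OD600=0.02 in galactose medium onto pinned compounds.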
Starred values were filed as active, the others as inactive; u = inconclusive; [ ] = another dose, or the depositor's remark. Potency is the fitted concentration of half-maximal effect.

SMILES	aSyn tox rescue
O=S(=O)(Cc1ccccc1)Nc1ccc(F)cc1	1%
COc1ccc(C(=O)NCc2cn3ccsc3n2)cc1OC	0%
Cc1cc(C(=O)N/N=C\C(Br)=C\c2ccccc2)c(C)o1	6%
COc1ccc(N2Cc3cccc(C(=O)N4CCN(C(=O)c5ccco5)CC4)c3C2=O)cc1	1%
CCn1c2ccccc2c2nnc(N3CCN(c4ccc(F)cc4)CC3)nc21	-5%
COc1cccc(C#Cc2ccc3c(c2)O[C@@H](CN(C)C(=O)c2ccccn2)[C@@H](C)CN([C@H](C)CO)S3(=O)=O)c1	3%
Cc1nn(C(=O)c2c(F)cccc2F)c(C)c1S(=O)(=O)N1CCCCCC1	-14%
CCN(C(=O)Cn1cc(C(=O)c2ccc(F)cc2)c(=O)c2ccc(C)nc21)c1cccc(C)c1	-6%
CCCCNC(=O)c1cc2c(C)cc(C)cc2[nH]1	-3%
CCN(CC)S(=O)(=O)c1cccc(C(=O)Nc2cc(C)nn2-c2ccccc2)c1	-11%
Cc1cccc(C(=O)NC2=NC(c3ccc(Cl)cc3)CC(=O)N2)c1 (stereo unspecified)	10%
COc1ccc(Nc2nnc(-n3nc(C)cc3C)c3ccccc23)cc1	4%
CCC(=O)N1CCc2cc(CNC(=O)Nc3ccc(OC)cc3OC)ccc21	-1%
COCCN(Cc1ccco1)C(=O)c1cc2c(=O)[nH]c3ccc(C)cc3c2s1	5%
O=C(COCc1cc(-c2ccc(F)cc2)on1)Nc1cc(Cl)cc(Cl)c1	-4%
Cc1ccc(-n2c(SCc3ccccc3F)nc3[nH]ncc3c2=O)cc1Cl	u
CCOC(=O)c1ccc(-c2ccc(/C=C(\C#N)c3nc4ccc(C)cc4[nH]3)o2)cc1	-18%
COc1ccccc1Oc1c(C)oc2c(CN3CCOCC3)c(O)ccc2c1=O	3%
CSC(=S)N/N=C(\C)c1ccc(Br)cc1	-13%
Cc1ccc(-c2n[nH]c3c2C(c2ccccc2Cl)N(c2ccc(C(=O)O)cc2)C3=O)cc1 (stereo unspecified)	4%
COCOCCn1cc(CN2CCS(=O)(=O)N(Cc3ccc(-c4ccc(OC)nc4)cc3)C(C)C2=O)nn1 (stereo unspecified)	9%
Cc1nc(N/N=C/c2cccc([N+](=O)[O-])c2)cc(N2CCCCC2)n1	-8%
COc1cc(NC(=O)C2=COCCO2)c(OC)cc1Cl	-14%
CCCN(CCC)c1c([N+](=O)[O-])c(=O)oc2ccccc12	-5%
O=C(Nc1cccc(S(=O)(=O)N2CCOCC2)c1)c1cnn2c(C(F)F)cc(-c3ccccc3)nc12	-11%
New compounds follow
SMILES	aSyn tox rescue
CC(=O)Nc1ccc(/C=C/c2nc(-c3ccccc3O)n(-c3ccccc3)n2)cc1	-12%
COc1ccc(OC)c(NC(=O)CSC2=Nc3ccccc3C3=NC(CCC(=O)NCCc4ccccc4)C(=O)N23)c1 (stereo unspecified)	3%
COc1ccc(C(C#N)=Cc2ccccc2OC)cc1	-22%
CCOC(=O)C1=C(COC(=O)CCS(=O)(=O)c2ccc(C)cc2)NC(=O)NC1C (stereo unspecified)	-12%
O=C(NCc1cccs1)C1CCN(c2nc3ccccc3o2)CC1	-10%
CC(CC(=O)c1ccccc1)=NCC(O)CN=C(C)CC(=O)c1ccccc1 (stereo unspecified)	2%
O=C(O)CSCC(=O)N1N=C2/C(=C/c3ccccc3)CCCC2C1c1ccccc1 (stereo unspecified)	-6%
CCCCc1nn2c(=O)cc(COC(=O)c3ccco3)nc2s1	-6%
CC1CCC(Nc2ncnc3onc(-c4ccc(F)cc4)c23)CC1 (stereo unspecified)	-10%
COc1ccc(CNC(=O)CSc2ncc(S(=O)(=O)c3ccc(Br)cc3)c(=O)[nH]2)cc1	6%
Cc1nc(-c2ccc(S(=O)(=O)N3CCN(c4ccc(F)cc4)CC3)cc2)co1	6%
CCOC(=O)c1ccc(CN(Cc2ccc(Br)cc2)S(=O)(=O)c2cccc(Cl)c2C)cc1	3%
Cc1cc(C)cc(N2C(=O)N(Cc3cccc(F)c3)c3ccccc3S2(=O)=O)c1	-3%
O=C(NC(=S)Nc1ccc(CN2CCOCC2)cc1)c1cccc([N+](=O)[O-])c1	-13%
Cc1ccc(-c2cn3c(n2)sc2cc(C(=O)NCCC4=CCCCC4)ccc23)c(C)c1	-7%
CCC(Oc1ccc(F)cc1)C(=O)Nc1cc(-c2ccc(C)cc2)no1 (stereo unspecified)	-15%
COc1ccc(C(=O)c2c(N)c(-c3nc(-c4ccccc4)cs3)c3ccccn23)cc1	5%
COCCN1CCN(Cc2cn(C)nc2-c2cccc(Cl)c2)CC1	2%
Cc1cc(Br)ccc1NC(=O)c1cn(C2CCCC2)c(=O)c2c1c1ccccc1n2C	7%
CN1CCN(C(=O)c2ccc3c(c2)N(Cc2ccccc2F)C(=O)c2ccccc2S3=O)CC1 (stereo unspecified)	-5%
COc1ccc(-c2nn(C)c3sc(C(=O)Nc4cc(OC)c(OC)c(OC)c4)cc23)cc1OC	-3%
O=S(=O)(Nc1ccc(O)c(Sc2nc3ccccc3s2)c1)c1cc(Cl)ccc1Cl	8%
Cc1cc(Nc2ccc(C)c(Cl)c2)n2nc(Cc3ccccc3)nc2n1	22%
Cc1cccc(C(=O)NCCNC(=O)c2ccco2)c1	-14%
COc1ccc(Br)c2c1-c1nc(NC(=O)c3cccc(C)c3)sc1C2	-10%

Grouped by structure, those above with bromine (6)
SMILES	aSyn tox rescue
Cc1cc(C(=O)N/N=C\C(Br)=C\c2ccccc2)c(C)o1	6%
CSC(=S)N/N=C(\C)c1ccc(Br)cc1	-13%
COc1ccc(CNC(=O)CSc2ncc(S(=O)(=O)c3ccc(Br)cc3)c(=O)[nH]2)cc1	6%
CCOC(=O)c1ccc(CN(Cc2ccc(Br)cc2)S(=O)(=O)c2cccc(Cl)c2C)cc1	3%
Cc1cc(Br)ccc1NC(=O)c1cn(C2CCCC2)c(=O)c2c1c1ccccc1n2C	7%
COc1ccc(Br)c2c1-c1nc(NC(=O)c3cccc(C)c3)sc1C2	-10%

Next section
SMILES	aSyn tox rescue
CCOc1ccc(NC(=O)COc2ccc(C(=O)NCCc3ccccc3)cc2)cc1	7%
CCOC(=O)c1c(NC(=O)COc2ccc(Cl)cc2C)sc(C(C)=O)c1C	1%
O=C(NCCCn1ccnc1)C(=O)NCC1OCCN1S(=O)(=O)c1ccc(Cl)cc1 (stereo unspecified)	-1%
Cc1ccc(OCC(=O)NCc2cccnc2)cc1	-4%
NC(=O)CSc1nnc(-c2ccco2)n1-c1ccc(F)cc1	-11%
Cc1ccc(C(=O)c2oc3ccccc3c2NC(=O)c2cc(-c3ccc(Cl)cc3)on2)cc1	-8%
CNC(=O)c1c(NC(=O)CCS(=O)(=O)c2ccccc2)sc2c1CCN(C(=O)OC)C2	-10%
CCN(CC)C(=O)Cn1c(=O)n(-c2ccc(CC(=O)NCc3ccccc3)cc2)c(=O)c2sccc21	13%
CC(=O)c1nnn(-c2ccc(C)cc2Cl)c1C	-1%
Cc1cccc(C)c1-n1c(C)nn(CC2CC2)c1=O	2%
Cc1c(C(=O)N2CCCCCC2)c(S(=O)(=O)Nc2ccc(OC(F)(F)F)cc2)c(C)n1C	-13%
CCC(C(=O)NC1CCCC1)N(Cc1ccco1)C(=O)CNS(=O)(=O)c1ccccc1 (stereo unspecified)	0%
COc1cccc2cc(-c3nc(-c4ccc(Cl)cc4)cs3)c(=O)oc12	-1%
COC(=O)c1ccccc1NC(=O)c1ccc2c(c1)CCN2S(C)(=O)=O	-14%
FC(F)(F)c1cnc(N2CCN(C(=S)NCc3ccccc3)CC2)c(Cl)c1	-5%
CCN1C(=O)c2cccc3c(N)ccc(c23)C1=O	5%
Cc1c(CCNC(=O)c2ccco2)sc2nc(-c3ccc(F)cc3)nn12	-21%
O=C(O)c1ccc(N2CCCCC2)cc1O	6%
O=C(COC(=O)Cc1ccc(Cl)cc1)Nc1ccccc1F	8%
O=C(O)C1Nc2c(C(F)(F)F)ccc(Cl)c2C2C=CCC12 (stereo unspecified)	3%
COC(=O)C12CCC3(SCCS3)C(C(=O)OC)(CCC13SCCS3)C2	16%
COc1cc(NC(=O)C(CCSC)NS(=O)(=O)c2ccc3c(c2)oc(=O)n3C)cc(OC)c1 (stereo unspecified)	-7%
COc1ccc(NC(=O)COC(=O)COc2cccc(Br)c2)cc1OC	5%
CC/C(=N\NC(=O)CNC(=O)/C=C/c1ccc(OC)cc1)c1ccccc1	-4%
Cc1cc(Cl)cc(C)c1OCCn1ccnc1	-1%
(next part)
SMILES	aSyn tox rescue
CN(Cc1ccccc1)c1ncnc2c1nc1n2CCCC1	-5%
CC(=O)C1=C(C)N2CCN=C2S1	-7%
Cc1nc2c3ccccc3nc(NNC(=O)CCC(=O)N3CCN(c4cccc(C(F)(F)F)c4)CC3)n2n1	2%
COc1ccc(N2CCN(Cc3nc4c(c(=O)[nH]c(=O)n4C)n3Cc3ccccc3)CC2)cc1	-8%
CS(=O)(=O)c1ccc(C(=O)OCC(=O)c2ccc(Cl)s2)cc1	-12%
COc1ccc2oc(-c3ccc(C)c(NC(=O)CSc4ccc(Cl)cc4)c3)nc2c1	-11%
CCc1ccc(OCC(=O)Nc2ccc3c(c2)c2ccccc2n3CC)cc1	-7%
CN1CCN(C(=O)CSc2nc3ccc(NC(=O)c4ccccc4F)cc3s2)CC1	14%
CC(NC(=O)C1CCN(S(=O)(=O)c2ccc(Br)s2)CC1)c1ccccc1 (stereo unspecified)	-3%
CCCCSc1nc(-c2ccc(OC)cc2)ccc1C#N	-8%
Cc1ccc(-c2ccnc(-c3ccc(O)cc3)n2)cc1	-1%
CCCc1cc(C(=O)Nc2cc(C)nn2-c2ccccc2)no1	3%
O=C(CSCc1cnn(-c2ccccc2)c1-n1cccc1)NCc1ccc(F)cc1	9%
CCN1C(=O)[C@H]2[C@@H](c3ccc(C(F)(F)F)cc3)N[C@]3(CCCN(Cc4ccc(F)cc4)C3=O)[C@H]2C1=O	0%
Cc1cccc(S(=O)(=O)c2cn(Cc3ccccc3)c3cc(N4CCCCC4)c(F)cc3c2=O)c1	6%
Cc1nn2cc(-c3ccc(OC(C)C)cc3)nc2s1	-5%
COc1ccc(NC(=O)N(C)[C@H]2C[C@H]3c4[nH]c5ccc(-c6ccc(OC)cc6)cc5c4CCN3C(=O)[C@H]2[C@H](C)O)cc1	2%
CSc1ccc(C2c3[nH]c4ccccc4c3CCN2C(=O)CCc2ccccc2)cc1 (stereo unspecified)	6%
CCN1CCC(N(Cc2cccc(OC)c2)C(=O)Nc2cccc(C(F)(F)F)c2)CC1	7%
COc1ccc(-c2nc3ccccc3s2)cc1NC(=O)c1ccc(C#N)cc1F	-4%
CC1CCN(C(=O)CN2c3ccc(Br)cc3-c3ccccc3S2(=O)=O)CC1	9%
O=C(OCc1ccc([N+](=O)[O-])cc1)c1ccc2ccccc2n1	7%
Cc1nc(SCC(=O)OC(C)(C)C)c2c3c(sc2n1)CCCC3	4%
CN(Cc1cccc(F)c1)C(=O)C1CC(=O)N(Cc2ccco2)C1 (stereo unspecified)	-11%
Cc1cccc(NC(=O)c2oc3ccccc3c2NC(=O)Cc2coc3cc(C)cc(C)c23)c1	-8%

Some of the entries so far, as a markdown table.
| SMILES | aSyn tox rescue |
| --- | --- |
| CCc1ccc(OCC(=O)Nc2ccc3c(c2)c2ccccc2n3CC)cc1 | -7% |
| CN1CCN(C(=O)CSc2nc3ccc(NC(=O)c4ccccc4F)cc3s2)CC1 | 14% |
| CC(NC(=O)C1CCN(S(=O)(=O)c2ccc(Br)s2)CC1)c1ccccc1 (stereo unspecified) | -3% |
| CCCCSc1nc(-c2ccc(OC)cc2)ccc1C#N | -8% |

Carrying on.
SMILES	aSyn tox rescue
COc1cc(-c2cc(C(=O)Nc3cccc(S(=O)(=O)N(C)C)c3)c3ccccc3n2)cc(OC)c1OC	-7%
COc1ccc2c(c1)c(=O)c(C(=O)c1ccc(C)c(C)c1)cn2CC(=O)Nc1ccc2c(c1)OCCO2	3%
O=C(c1noc2c1CCCCC2)N1CCN(c2cccc(Cl)c2)CC1	7%
CN(C(=O)c1oc(=O)c2ccccc2c1-c1ccccc1)c1cccc(Cl)c1	-34%[inhibitor]
Cc1ccc(OC(=O)c2sc3ncn(C)c(=O)c3c2C)cc1	-6%
Cc1nc2ccc(C(=O)N/N=C/c3ccc(O)cc3)cc2[nH]1	-14%
CCOc1ccc(OCCOCCn2c(-c3ccc(Cl)cc3)nc3ccccc3c2=O)cc1	8%
COC(=O)c1ccc(CNC(=O)c2ccccc2C(=O)NCC2(CBr)OCCO2)cc1	6%
COc1cccc2c1Oc1ncccc1N(C(=O)CCC(=O)NCc1ccc(OC(C)C)cc1)C2	5%
N#Cc1ccc(-c2cn(-c3ccccc3)c3[n+]2CCCS3)cc1	-5%
COc1ccc2oc(-c3ccc(C)c(NC(=O)c4ccc(N5CCCCC5)c([N+](=O)[O-])c4)c3)nc2c1	-1%
Cn1c(=O)n(Cc2ccccc2Cl)c2ccccc21	9%
Cc1ccc(NC(=O)CSc2ncc(S(=O)(=O)c3ccc(C(C)C)cc3)c(=O)[nH]2)cc1C	-12%
Cc1nc2sc(C(c3ccco3)N3CCC(C)CC3)c(O)n2n1 (stereo unspecified)	-3%
CCC(=O)Nc1nnc(S(=O)(=O)N(C)Cc2ccc(Cl)cc2)s1	6%
COc1ccc(Cn2c(CCC(=O)Nc3ccccc3OC)nc3cccnc32)cc1	7%
CC(=O)c1ccc(NC(=O)CSc2nnc(NC(=O)Nc3ccccc3)s2)cc1	1%
CCCn1cc(SCC(=O)Nc2nnc(C)s2)c2ccccc21	-5%
CCN(C(=O)Cn1c(=O)n(CC2CCC(C(=O)NC)CC2)c(=O)c2sccc21)c1ccccc1 (stereo unspecified)	-1%
CC(C(=O)N1CCCCC1)N(C)CC(=O)Nc1ccc(F)c(F)c1F (stereo unspecified)	1%

A section from the list above, as a working copy:
SMILES	aSyn tox rescue
COc1cc(-c2cc(C(=O)Nc3cccc(S(=O)(=O)N(C)C)c3)c3ccccc3n2)cc(OC)c1OC	-7%
COc1ccc2c(c1)c(=O)c(C(=O)c1ccc(C)c(C)c1)cn2CC(=O)Nc1ccc2c(c1)OCCO2	3%
O=C(c1noc2c1CCCCC2)N1CCN(c2cccc(Cl)c2)CC1	7%

The list is partial (hit frequency here may not be typical).
